TDP2 absorb – TDP2 (human) inhibition, absorbance primary screen | recombinant TDP2, T5PNP hydrolysis, p-nitrophenol absorbance 415 nm | inhibition, % at 12.8 µM | actives 0.34% (n = 370,000) | AID 720702;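 active means inhibition above the mean of all tested compounds plus 3 SD, set per campaign, cut at about 25% in these data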;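 further: 0% = DMSO with enzyme and 100% = buffer with substrate but no TDP2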
Target sequence (O95551 whole entry, looked up): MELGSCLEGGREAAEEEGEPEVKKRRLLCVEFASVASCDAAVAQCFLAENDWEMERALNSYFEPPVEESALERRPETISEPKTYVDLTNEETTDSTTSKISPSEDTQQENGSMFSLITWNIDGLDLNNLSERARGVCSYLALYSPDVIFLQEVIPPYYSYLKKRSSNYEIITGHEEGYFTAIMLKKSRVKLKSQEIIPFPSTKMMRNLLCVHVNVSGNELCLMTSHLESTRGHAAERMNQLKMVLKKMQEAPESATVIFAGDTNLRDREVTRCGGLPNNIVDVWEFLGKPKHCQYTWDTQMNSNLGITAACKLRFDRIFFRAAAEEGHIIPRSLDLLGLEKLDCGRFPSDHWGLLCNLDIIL
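Evaluation: % inhibition relative to enzyme-containing and enzyme-free wells. Material: recombinant human TDP2. Benchmarks: enzyme-free and DMSO wells. Timing: enzyme reaction with compound for 2 h at 37 °C. Compound dosing: 12.8 µM only. Measured by: p-Nitrophenol epi absorbance. Reagent: T5PNP substrate at 5 mM, a TopII-DNA adduct mimic. Replication: single well per compound.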
SIAE primary – blocks human sialic acid acetylesterase | Q9HAT2 | SIAE FP-Rh probe binding, fluorescence polarization | inhibition, % at 9.66 µM | actives 0.69% (n = 370,000);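 active means inhibition above a cutoff: mean of compounds within the control limits plus 3 SD of those, cut at about 17% in these data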;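 further: 0% = plate median of compound wells and 100% = probe without SIAE protein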
TCR CD3 inh – inhibitors of human TCR-CD3 interaction | actives 0.37% (n = 360,000) | inhibition, % at 9.4 µM | AID 651800 | TAMRA-labeled TCR probe fluorescence, biochemical; in the data active means inhibition above about 19%;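 further: recombinant mutant TCR 2C K166C tagged with TAMRA read by polarization; 0% = receptor in buffer alone and 100% = receptor with positive control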
MBD2 DNA inh – MBD2-methylated oligo binding inhibition; Q9UBB5; TR-FRET, MBD2 binding to methylated oligonucleotide; inhibition, % at 4.4 µM; actives 0.31% (n = 370,000); AID 686964; in the data active means inhibition above about 13%
PRMT1 inh – blocks human protein arginine methyltransferase 1 | actives 1.3% (n = 370,000) | recombinant PRMT1, activity-based probe fluorescence polarization | AID 652257 | inhibition, % at 2.79 µM;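 active means inhibition above about 21% made by adding two undisclosed values, limit read from the data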
UHRF1 binding – human UHRF1 methylated DNA binding inhibitors. UHRF1 binding to methylated oligo, TR-FRET. inhibition, % at 4.4 µM. actives 0.75% (n = 370,000); in the data active means inhibition above about 21%;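 further: UHRF1 SRA domain binding a hemimethylated CpG hairpin DNA probe; 0% = median of test compound wells and 100% = reference inhibitor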
proKLK7 act – activators of human kallikrein-7 zymogen | actives 0.9% (n = 370,000) | P49862 | activation, % at 7 µM | purified proKLK7, EDANS-DABCYL substrate fluorescence; 100% is mature enzyme control, 0% vehicle;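 active means activation above the mean of all tested compounds plus 3 SD, computed per campaign excluding outliers beyond control limits, cut at about 13% in these data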
LEDGF integ inh – blocks HIV-1 LEDGF/p75-dependent DNA integration | inhibition, % at 3.7 µM | TR-FRET IN-LEDGF/p75 DNA integration, Eu/Cy5 | actives 0.64% (n = 370,000);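 active means inhibition above the screen-wide mean plus 3 SD, cut at about 13% in these data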;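 further: signal is the Cy5 over europium emission ratio at 671 and 618 nm; 0% = plate median of compound wells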
DDE Tn7 FP inh – DD(E)-Tn7 binding inhibition, primary FP screen; P02675; FP displacement of FITC-Tn7 peptide from fibrin DD(E); 0% = median of compound wells per plate; inhibition, % at 8.3 µM; actives 0.13% (n = 370,000); AID 720508;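 active means inhibition above the mean of compounds falling within the control limits plus 3 SD of them, cut at about 14% in these data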;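 further: 0% = plate median of compound wells and 100% = 10 µM Aha-Tn7 peptide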
Target sequence (P02675 whole entry, looked up): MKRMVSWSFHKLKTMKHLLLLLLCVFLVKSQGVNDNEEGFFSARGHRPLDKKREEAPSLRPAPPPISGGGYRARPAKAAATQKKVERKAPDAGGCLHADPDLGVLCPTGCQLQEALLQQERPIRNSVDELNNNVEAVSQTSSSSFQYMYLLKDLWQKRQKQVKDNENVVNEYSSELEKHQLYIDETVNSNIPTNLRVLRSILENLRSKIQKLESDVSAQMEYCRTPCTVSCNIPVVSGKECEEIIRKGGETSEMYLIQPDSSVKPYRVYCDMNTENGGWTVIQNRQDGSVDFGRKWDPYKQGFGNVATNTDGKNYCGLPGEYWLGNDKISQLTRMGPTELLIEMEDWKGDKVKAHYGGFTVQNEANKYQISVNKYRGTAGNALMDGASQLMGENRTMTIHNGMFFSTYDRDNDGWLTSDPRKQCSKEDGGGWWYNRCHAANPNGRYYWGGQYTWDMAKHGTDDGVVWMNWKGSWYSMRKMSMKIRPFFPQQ
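Test system – human fibrin DD(E) · Times – 10 min preincubation, 3 h with tracer, room temperature · Detection – fluorescence polarization of the labelled Tn7 tracer · Measure – percent inhibition normalized to high-control wells · Benchmarks – high control wells with 10 µM unlabelled Aha-Tn7 peptide (full inhibition) · Repeats – singlicate testing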
Tn6 DDE FP – DD(E)-Tn6 binding inhibition, primary FP screen; P02675; Fibrin DD(E) TRITC-Tn6 fluorescence polarization displacement; inhibition, % at 8.3 µM; actives 0.21% (n = 370,000); AID 720509;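 active means inhibition above a per-campaign cutoff: mean of compounds within control limits plus 3 SD, cut at about 15% in these data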;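 further: 0% = median of all compound wells on the plate and 100% = blocking peptide control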
* marks the source's active call; other numbers are inactive results; / = no result given.

SMILES	TDP2 absorb	SIAE primary	TCR CD3 inh	MBD2 DNA inh	PRMT1 inh	UHRF1 binding	proKLK7 act	LEDGF integ inh	DDE Tn7 FP inh	Tn6 DDE FP
Cc1ccc(NC(=O)CSc2ncn[nH]2)cc1	0.1	2.5	4.2	0.5	0.2	4.4	-0.4	0.3	0.3	2.7
Cc1nc2c(C(F)(F)F)cccc2c2c1CCS2	5.6	-4.4	-3.6	2.7	4.0	1.1	-7.0	-4.6	4.9	1.9
N#Cc1cc2cc3c(cc2nc1N1CCOCC1)OCO3	-4.3	0.1	5.6	2.1	-1.4	-0.8	18.0*	-0.7	-4.8	3.1
COc1ccc(N(CC(=O)NC2CCCC2)C(=O)CS(=O)CC(=O)Nc2ccc3c(c2)OCO3)cc1 (stereo unspecified)	15.2	4.0	2.2	-2.3	-3.9	-1.8	0.1	-1.0	-8.5	-4.4
COc1cc(S(=O)(=O)N(Cc2cccnc2)Cc2ccco2)ccc1-n1cnnn1	7.5	8.0	3.0	11.5	1.7	21.2*	0.2	8.8	-1.9	-3.1
O=[N+]([O-])c1cccc(/C=N/NC2CCS(=O)(=O)C2)c1 (stereo unspecified)	-1.1	3.1	0.1	0.8	8.7	4.5	0.2	6.3	-6.9	-1.4
Cc1nc(-c2coc3cc(OCC(=O)O)ccc3c2=O)cs1	-1.9	-0.2	2.6	1.0	-2.7	-1.1	0.0	2.6	-2.1	2.7
C=C(CCO)C1=CCN(S(=O)C(C)(C)C)[C@H]1CCO (stereo partly specified)	-3.7	1.7	5.2	4.8	2.2	16.7	0.0	-3.3	-1.1	0.1
Cc1c(C(=O)N2CCCC2)c(S(=O)(=O)N2CCN(c3ccccc3F)CC2)c(C)n1C	16.3	2.4	4.0	-0.8	0.8	-1.2	0.2	1.1	-4.2	2.7
Cn1cccc1C(=O)NCCc1ccccc1	2.3	7.4	-4.3	-3.4	5.6	3.5	-0.4	-4.2	0.5	-1.6
CC(C)c1cc(-c2cc(-c3ccc(Cl)cc3)on2)nc(NCC2CC2)n1	10.4	-5.9	11.9	-5.8	-0.7	-2.8	0.0	-2.3	-0.8	1.9
CCN1CCN(CCNC(=O)CCCn2nc(C)c3c(C)n(-c4ccc(C)cc4)nc3c2=O)CC1	10.8	3.4	6.4	2.6	-4.6	-2.7	-0.5	4.4	3.0	-9.9
CC(C)NC(=O)Nc1cccc(Cl)c1	-1.9	0.7	0.2	0.7	0.5	-0.1	-0.3	-3.2	-1.4	-0.7
COc1cccc(CC(=O)N(Cc2ccccc2)c2ccccc2C(=O)Nc2cc(OC)ccc2OC)c1	-11.3	3.0	/	-3.9	2.1	0.3	0.3	-2.9	3.5	4.7
C#CCN1c2ccccc2Sc2cccnc21	6.9	7.6	47.5*	-14.5	62.6*	-41.2	1.3	-1.2	3.2	4.2
Cc1cccc(CN2C(=O)c3ccccc3S(=O)(=O)c3ccc(C(=O)NCCCN4CCCC4)cc32)c1	-32.0	-26.4	-7.9	-4.8	-3.0	1.8	0.5	-2.0	-8.4	-8.6
O=C(CC1C(=O)NCCN1Cc1ccccc1C(F)(F)F)NCCc1ccccn1 (stereo unspecified)	-17.4	-0.1	-4.7	1.2	9.3	5.1	-0.3	-3.1	-1.6	-9.1
CCC(C)[C@H](NC(=O)NCc1cccnc1)C(=O)OC (stereo partly specified)	-4.5	5.3	-1.2	1.1	-4.3	-1.2	0.1	5.8	-2.0	-0.8
CCOC(=O)C1(CCCc2ccccc2)CCN(C(=O)CCn2cnnn2)CC1	8.4	11.0	-1.0	1.1	-1.9	-2.4	-0.1	-1.6	-3.2	2.7
Cc1ccc(NC(=O)CNC(=O)c2ccc3c(c2)OCO3)nc1	8.7	9.7	1.9	-0.2	-0.6	0.2	-0.2	2.5	3.4	1.4
CCC(=O)Nc1cccc(NC(=S)NC(=O)c2cc3ccccc3o2)c1	-3.1	-2.1	3.5	-2.9	0.9	0.6	0.0	-1.2	4.2	-1.6
CCOC(=O)C1=C(COC(=O)CCOc2ccccc2C)NC(=O)NC1C (stereo unspecified)	1.7	4.1	-2.7	0.1	1.5	-1.0	0.2	0.8	-1.8	-5.2
COCCNC(=O)Cn1c(=O)oc2cc(S(=O)(=O)N3CC(C)CC(C)C3)ccc21 (stereo unspecified)	-3.2	-2.3	4.6	3.6	-3.0	-1.2	0.0	-0.6	3.8	3.5
O=C(CSc1n[nH]c(-c2cccs2)n1)N1CCOCC1	2.3	-3.9	-1.6	-1.4	0.9	1.7	-0.6	-2.1	7.8	0.5
Cc1ccc(C)c(NC(=O)CN(C)C(=O)c2ccc(-c3cccc(C(F)(F)F)c3)o2)c1	23.0	-4.4	0.6	3.7	1.1	-4.0	0.1	-0.9	4.7	1.4
CC(C)OC(=O)c1ccc(OC(=O)c2cccnc2)cc1	-0.9	3.6	6.4	-2.2	-3.0	0.3	0.8	-1.0	4.1	-7.2
Cc1nn(C(C)C(=O)N2CCCCC2)c(=O)c2c1sc1ccccc12 (stereo unspecified)	6.6	1.5	-9.6	1.8	1.0	1.0	-0.1	0.0	3.3	-2.5
COC(=O)/C=C1\SC(N2CCOCC2)=C(c2ccc(OC)cc2)C1=O	-3.5	-1.7	-0.8	-6.0	18.2	0.1	-0.1	-6.5	-10.9	5.8
CCCCN(C(=O)CC1CCCC1)c1c(N)n(CCCC)c(=O)[nH]c1=O	-1.0	-7.8	-2.5	0.5	-1.2	-0.8	0.4	1.2	-0.9	3.6
Oc1ccc(/C=N/n2c(COc3ccccc3)n[nH]c2=S)c(O)c1	2.8	14.4	0.9	2.7	1.6	-0.3	-2.1	-0.1	-12.1	-1.7
CCC(=O)Nc1ccc(NC(=S)Nc2ccccc2)cc1	5.6	8.8	10.3	-1.2	1.6	-1.5	0.2	-0.4	-4.9	1.0
COC(=O)CC#C[C@H](C)[C@@H](NS(C)(=O)=O)C(C)(C)COCc1ccccc1	-4.9	-3.7	5.8	-2.4	-0.2	0.0	0.1	-1.3	3.4	0.0
CCCCCc1nnc(NC(=O)CN2C(=O)C3CCCCC3C2=O)s1 (stereo unspecified)	17.7	1.5	7.8	3.9	-0.1	-1.1	0.4	1.3	-0.1	-0.2
COc1ccc(C(=O)NCCNc2nc3ccc(C)cc3cc2C#N)cc1	-3.0	-5.0	0.3	-4.0	3.7	1.3	-7.4	0.6	1.9	-8.6
COc1ccc(NC(=O)Cn2cnc3ccccc3c2=O)cc1OC	3.5	5.4	-3.5	-0.7	-3.3	-0.1	-0.4	-2.8	3.5	-5.8
O=C(COc1ccc(Cl)cc1)c1ccc(O)cc1O	-1.2	3.2	6.6	4.7	2.0	10.5	-0.6	-0.3	5.6	-1.6
Cc1ccc(O)c(-c2cc(-c3ccccc3C)[nH]n2)c1	-9.8	-13.7	2.9	3.3	-1.7	0.5	0.0	2.3	-1.2	-9.3
O=C(NC1CCN(C(=S)NCc2ccco2)CC1)c1cccc(F)c1	-0.7	1.0	-0.9	-8.1	0.6	-2.9	0.4	-2.9	-0.3	0.8
CC(C)CC(=O)Nc1nc(-c2ccc(S(=O)(=O)N3CCOCC3)cc2)cs1	1.5	-4.6	1.4	-3.9	2.1	-1.8	0.0	-1.9	7.0	10.9
Brc1ccc(-c2nn3c(-c4ccccc4)nnc3s2)o1	-4.2	-1.3	/	-5.8	2.3	-3.4	-0.1	1.8	-5.2	0.0

The final two entries of the part above open the next one.
SMILES	TDP2 absorb	SIAE primary	TCR CD3 inh	MBD2 DNA inh	PRMT1 inh	UHRF1 binding	proKLK7 act	LEDGF integ inh	DDE Tn7 FP inh	Tn6 DDE FP
CC(C)CC(=O)Nc1nc(-c2ccc(S(=O)(=O)N3CCOCC3)cc2)cs1	1.5	-4.6	1.4	-3.9	2.1	-1.8	0.0	-1.9	7.0	10.9
Brc1ccc(-c2nn3c(-c4ccccc4)nnc3s2)o1	-4.2	-1.3	/	-5.8	2.3	-3.4	-0.1	1.8	-5.2	0.0
CC12CC3CC(C)(C1)CC(C(=O)Nc1nn[nH]n1)(C3)C2	7.1	-5.0	1.7	-4.4	-1.1	-2.1	0.5	-2.4	2.2	2.1
CC1C(=O)N2CCCc3cc(NC(=O)c4ccccc4Br)cc1c32 (stereo unspecified)	-1.4	-1.5	4.9	-5.9	-2.2	-1.7	0.2	6.5	-0.8	3.1
O=C(CN1CCCCC1)N/N=C/c1ccc(Cl)cc1Cl	15.3	4.2	3.0	1.7	-0.5	-0.6	-0.2	1.4	-12.0	-4.7
Cc1ccc(Nc2nc(N)nc(CSc3nnnn3-c3ccccc3)n2)cc1	0.7	-13.5	-1.0	7.0	5.8	6.7	-0.2	-0.2	0.1	2.6
O=C(NC1CCCc2ccccc21)c1cc(S(=O)(=O)N2CCOCC2)ccc1F (stereo unspecified)	2.0	1.8	-4.8	2.5	2.2	0.0	0.5	-3.1	-2.0	-6.6
COc1ccc(-c2cc(C#N)nc(Oc3ccc(Cl)cc3)n2)cc1	-6.7	-0.6	6.2	-2.4	-2.6	4.5	0.5	0.7	-3.6	3.0
COc1ccc(COC(=O)c2c(C)nn(-c3ccccc3)c2Cl)cc1	8.6	-1.1	5.3	1.1	-0.8	0.0	0.3	-1.0	-2.8	1.8
O=C(O)C1C2C=CC(C2)C1C(=O)NCCCN1CCCC1=O (stereo unspecified)	0.0	-2.4	-2.9	1.9	-0.8	3.6	-0.5	2.4	-5.3	-2.2
COc1ccc(-c2nc3c(C(=O)NCCN(C)C)cccc3c3ccccc23)cc1	-1.4	-2.5	0.9	12.6	5.9	-13.9	-2.2	-7.2	-0.8	10.0
COc1ccc(NS(=O)(=O)c2cccc3ccccc23)cc1	3.7	0.0	-9.2	1.1	0.8	-0.2	0.0	-0.5	-3.0	-2.4
CC(NC(=O)CSC1=NCCS1)c1ccccc1 (stereo unspecified)	-9.2	-3.2	2.8	-0.3	2.5	6.4	-0.1	2.3	-9.0	-6.0
COC(=O)[C@]12CCCCC=C1N(Cc1ccc(Cl)cc1Cl)C(=O)[C@H](CC(=O)NCC13CC4CC(CC(C4)C1)C3)C2	-4.9	-4.5	6.1	0.0	-1.5	-1.3	0.2	-3.7	-5.3	2.7
COc1ccc(C)cc1S(=O)(=O)N(C)CC(=O)NC1CCCC1	4.0	4.2	13.9	1.7	-0.3	1.2	-0.1	3.1	2.9	3.1
COc1ccc(S[C@]2(C(=O)N3CCCC3)CC(=O)N(c3ccccc3OC)[C@@H]2c2ccc(OC)cc2)cc1	-3.6	1.8	/	-2.3	1.1	0.5	0.0	-3.3	2.1	3.9
O=C(Nc1ccc(Cl)cc1)c1csc([C@H]2C[C@H](O)[C@@H](CO)O2)n1	-5.8	-4.0	-0.3	-0.2	-3.5	0.7	0.3	5.9	-2.6	0.2
COc1ccc(Cn2ccnc2SCC(=O)Nc2ccc(F)cc2F)cc1	-4.8	5.0	-5.8	-1.1	-6.4	-0.7	-0.6	6.0	2.1	3.0

Screens deposited in PubChem BioAssay by The Scripps Research Institute Molecular Screening Center.
